# SRC1 TRFRET art: TR-FRET detection interference compounds, primary screen, artefact control for PPARgamma SRC-1 recruitment agonists, biochemical, TR-FRET emission ratio; AID 1051, 2008; TR-FRET detection artefact counter-screen; hits give high values; actives 0.34% (n = 99,000); TR-FRET ratio at 8 µM; in the data active means TR-FRET ratio above about 2300; further: inactives centre near 1800
# SRC3 TRFRET art: TR-FRET detection interference compounds, artefact control for PPARgamma SRC-3 recruitment agonists, biochemical, TR-FRET ratio. actives 0.39% (n = 99,000). TR-FRET ratio at 8 µM. TR-FRET artefact counter-screen, PPARgamma/SRC-3 format; hits give high values; in the data active means TR-FRET ratio above about 2000; further: inactives centre near 1600
# The depositor's hits bear a star. Some of the compounds tested (hit frequency here may not be typical).
smiles | SRC1 TRFRET art | SRC3 TRFRET art
CC(C)(C)OC(=O)N/N=C/c1cccc([N+](=O)[O-])c1 | 1608 | 1197
CSc1ccccc1NC(=O)COc1ccc(Cl)cc1C | 1832 | 1569
Clc1ccccc1CN1CCN(CCCc2ccccc2)CC1 | 1588 | 1614
COc1cc2[nH]c(=S)n(Cc3ccc(C)cc3)c(=O)c2cc1OC | 1664 | 1866
Cc1ccc(NC(=O)CN2C(=O)NC(Cc3c[nH]c4ccccc34)C2=O)cc1S(=O)(=O)N1CCCCC1 (stereo not drawn) | 1599 | 1674
Cc1c(Br)c([N+](=O)[O-])nn1CC(=O)NCc1ccco1 | 1772 | 1631
Cc1nc2cc(NCc3cc([N+](=O)[O-])ccc3O)ccc2n1Cc1ccccc1 | 1739 | 1508
Cn1nc(C(=O)OCc2ccc(Br)cc2F)c2ccccc2c1=O | 1800 | 1617
Cc1cccc2nc(-c3cccc(NC(=O)c4ccc(Cl)cc4)c3)cn12 | 1868 | 1654
Cc1ccc(OCC(=O)Nc2ccc3c4c(cccc24)CC3)c(C)c1 | 1940 | 1382
Cc1ccnc2ccc(P(=O)(c3ccccc3)c3ccccc3)cc12 | 1780 | 1500
C/C(=N\NC(=O)CNc1cccc2ccccc12)c1ccc(Br)s1 | 2099 | 1816
CC(C)N1CCCC(CNC(=O)CCc2nnc(CCCCc3ccccc3)o2)C1 (stereo not drawn) | 1668 | 1540
O=C(CCl)Nc1cc2[nH]c(=O)[nH]c2cc1Br | 1975 | 1816
O=C(Nc1nc2ccccc2n1Cc1ccc(Cl)cc1)c1ccco1 | 1653 | 1665
COCc1cc(C)nc(OCC(=O)N/N=C/c2ccccc2)c1C#N | 2019 | 1560
CCN(CC)CCCNc1nc(C)cc(COC)c1C#N | 1738 | 1424
CCOC(=O)N1CCN(C(=O)C2CCN(S(=O)(=O)c3cc(C)ccc3OC)CC2)CC1 | 1578 | 1474
N#Cc1ccccc1OCC(=O)NC(=O)NCc1ccccc1 | 1525 | 1361
O=C(CN1CCN(Cc2ccccc2)CC1)N1CCCCCC1 | 1774 | 1654
O=C1CN(C(=O)c2ccc(Cl)nc2)c2ccccc2N1 | 1729 | 1519
CCCCn1c(-c2csc(CCC)c2)n[nH]c1=S | 1610 | 1413
Cc1cc2cc(C)c3nnc(SCC(=O)Nc4ccc(S(=O)(=O)N5CCCCC5C)cc4)n3c2cc1C (stereo not drawn) | 1800 | 1560
CCC(O)C1CCN(Cc2cn(-c3ccc(OC)cc3)nc2-c2cccc(F)c2)CC1 (stereo not drawn) | 1613 | 1523
CN(O)/C=N/C(=S)Nc1ccc(Cl)cc1Cl | 1816 | 1500

# No new results follow: an excerpt of the list.
smiles | SRC1 TRFRET art | SRC3 TRFRET art
CC(C)(C)OC(=O)N/N=C/c1cccc([N+](=O)[O-])c1 | 1608 | 1197
CSc1ccccc1NC(=O)COc1ccc(Cl)cc1C | 1832 | 1569
Clc1ccccc1CN1CCN(CCCc2ccccc2)CC1 | 1588 | 1614
COc1cc2[nH]c(=S)n(Cc3ccc(C)cc3)c(=O)c2cc1OC | 1664 | 1866
Cc1ccc(NC(=O)CN2C(=O)NC(Cc3c[nH]c4ccccc34)C2=O)cc1S(=O)(=O)N1CCCCC1 (stereo not drawn) | 1599 | 1674

# Later entries
smiles | SRC1 TRFRET art | SRC3 TRFRET art
Cc1nn(C)c(-c2n[nH]c(=S)n2-c2ccccc2)c1Cl | 2273 | 2211*
CN1CCN(S(=O)(=O)c2cccc(C(=O)NCc3ccccc3Cl)c2)CC1 | 1672 | 1618
NS(=O)(=O)c1ccc(NC(=S)NC(=O)/C=C/c2cccs2)cc1 | 1771 | 1562
COc1ccc(NC(=S)N/N=C/c2cccn2Cc2ccc(F)cc2Cl)cc1 | 1730 | 1761
CSc1ccccc1NC(=O)CN(c1ccccc1Br)S(C)(=O)=O | 2018 | 1574
CC(C)CN(C)Cc1c(C(=O)N2CCc3ccccc3C2)nc2ccc(Cl)cn12 | 2216 | 1655
O=C(O)c1cc([N+](=O)[O-])cc2c1nnn2O | 1909 | 1599
Cc1cnn2c(C3CC3)ccnc12 | 1854 | 1454
O=C(NCCn1cc(SCc2ccccc2)c2ccccc21)c1ccccc1F | 1781 | 1660
O=C(CSc1nncn1-c1cccnc1)N(c1ccccc1)c1ccccc1 | 1998 | 1769
O=C(NCCCn1ccnc1)/C(=C\c1cccnc1)NC(=O)c1ccccc1Br | 2127 | 1629
C=CCNC(=S)Nc1ccc(OC)c(S(=O)(=O)N2CCOCC2)c1 | 1777 | 1585
O=C(Nc1cccc(-c2cn3cccnc3n2)c1)Nc1ccccc1F | 1589 | 1434
O=C(CCCN1C(=O)c2ccccc2C1=O)Nc1nncs1 | 1869 | 1521
O=Cc1ccc(OCC(=O)N2CCOCC2)cc1 | 1793 | 1808
CN(/C=C/C(=C\C=[N+](C)c1ccccc1)OCCCS(=O)(=O)[O-])c1ccccc1 | 1864 | 1651
CC(C)Sc1nc(N)c2c3c(sc2n1)CN(C)CC3 | 1910 | 1424
COc1ccccc1NC(=S)Nc1ccccn1 | 1737 | 1599
CCC1CCCCN1C(=O)Cn1nc([N+](=O)[O-])c(Cl)c1C (stereo not drawn) | 1739 | 1711
O=C(c1ccccc1)C(C(=O)N1CCCCC1)n1ccccc1=O (stereo not drawn) | 1715 | 1363
CC1CN(c2ccc(Cl)nn2)CC(C)O1 (stereo not drawn) | 2079 | 1687
Cc1ccccc1NC(=S)NC1CCN(Cc2ccccc2)CC1 | 1648 | 1430
O=C(N/N=C/c1ccc(-c2ccccc2[N+](=O)[O-])o1)[C@H]1C[C@@H]1c1ccccc1 | 1526 | 1397
Cc1ccc(S(=O)(=O)N(C)C)cc1-n1c(SCC(=O)Nc2ccccc2)nc2ccccc2c1=O | 1527 | 1370
CCc1cc2c(N=Nc3c(O)[nH]c4ccccc34)ncnc2s1 | 1800 | 1685

smiles | SRC1 TRFRET art | SRC3 TRFRET art
Cn1ncc([N+](=O)[O-])c1C(=O)Nc1ccc(-c2nc3ccccc3o2)cc1 | 1708 | 1808
Cc1ccc(C(=O)n2c(-c3ccccc3)cnc2SCC(=O)Nc2ccccc2)cc1 | 1758 | 1383
CC(=NCCc1c(C)[nH]c2ccc(C)cc12)C1=C(O)CC(c2ccccc2)CC1=O (stereo not drawn) | 1837 | 1498
COc1ccc(CN2C(=O)c3ccccc3C2=O)cc1C(=O)OCC(=O)NC1CCCCC1 | 1878 | 1432
CCCN1CCC(=NNc2ccc(C(=O)O)cc2)CC1 | 1768 | 1761
CCc1ccccc1N(C(C)=O)c1nc(CCl)cs1 | 1605 | 1796
CC(NC(=O)C12CC3CC(CC(C3)C1)C2)C(=O)N/N=C/C1=C(N2CCOCC2)C(=C\c2cccc([N+](=O)[O-])c2)/CC1 (stereo not drawn) | 1696 | 1438
Cc1cc(C)cc(NS(=O)(=O)c2ccc3[nH]cc(C(=O)N4CCc5ccccc54)c(=O)c3c2)c1 | 1526 | 1529
O=C(Cc1ccccc1)N[C@@H](Cc1ccccc1)C(=O)O | 1586 | 1581
Cc1c(C(=S)NC(=O)C2CC2)c(=O)n(-c2ccccc2)n1C | 2022 | 1704
COc1ccccc1NS(=O)(=O)c1cc(NC(=O)c2ccc3ccccc3n2)ccc1Cl | 1529 | 1467
COc1ccc(N2C(=O)/C(=C/c3cccs3)NC2=S)cc1 | 1556 | 1657
CCCC(=O)c1ccc(N2CCC(C)CC2)c(F)c1 | 1861 | 1604
C/C(=N\Nc1ccc([N+](=O)[O-])cc1)c1ccc(-n2nncc2C(C)(C)C)cc1 | 1836 | 1601
Cc1ccccc1CNC(=O)c1ccccc1NS(C)(=O)=O | 1934 | 1534
O=C1CC(c2ccc(F)cc2)c2cc3c(cc2N1)CCC3 (stereo not drawn) | 1842 | 1746
Cc1nc(C)n(CC(=O)N2CCCC(C(=O)c3cccc4ccccc34)C2)n1 (stereo not drawn) | 1761 | 1721
COc1ccc(NC(=O)C(OC(=O)c2ccc([N+](=O)[O-])o2)c2ccccc2)cc1Cl (stereo not drawn) | 1746 | 1539
COc1c(C)cc(Br)cc1C(=O)NC(=S)Nc1ccc(Cl)c(C(=O)O)c1 | 1770 | 1323
Nc1nonc1C(=O)OCC(=O)c1ccc(Cl)cc1 | 2042 | 1643
CC1(C)CC(=O)C/C(=N\NC(=O)Cc2ccccc2)C1 | 1658 | 1596
C/C(=N\NC(=O)CSCc1ccccc1Cl)c1cc(O)ccc1O | 1836 | 1676
CCCNC(=O)c1ccc2c(c1)ncn2-c1ccccc1OC | 1797 | 1439
COc1ccc2cc(C(=O)NCc3ccccc3)c(=Nc3ccc(C(=O)O)cc3)oc2c1 | 2040 | 1609
COc1ccccc1OCC(O)CO (stereo not drawn) | 1499 | 1448

smiles | SRC1 TRFRET art | SRC3 TRFRET art
CCCCOc1c(C(=O)Nc2ccccc2)nnn1-c1ccccc1 | 1858 | 1720
COc1cc(NC(=O)COc2c(C)cc(C)cc2[N+](=O)[O-])c(OC)cc1Cl | 1748 | 1563
CCOc1cc(/C=N/NC(=O)CN(CCc2ccccc2)S(=O)(=O)c2ccc(NC(C)=O)cc2)ccc1O | 1777 | 1580
O=C(c1cc2cc([N+](=O)[O-])ccc2oc1=O)n1cccn1 | 1898 | 1607
Cc1cc(NC(=O)COC(=O)COc2ccc3c(c2)CCC3)no1 | 1696 | 1652
COC(=O)/C=C/c1ccc2c(c1)OCO2 | 1750 | 1786
O=C(C[n+]1cc(-c2ccc(Cl)cc2)n2c1CCC2)N1c2ccccc2Sc2ccccc21 | 2048 | 1673
CC(NC(=O)COC(=O)Cc1ccsc1)c1ccccc1 (stereo not drawn) | 1910 | 1585
COC(=O)C(Cc1ccc(O)cc1)NC(=O)C(CC(=O)OC(C)(C)C)NC(=O)OC(C)(C)C (stereo not drawn) | 1876 | 1682
CC(C)OP(=O)(OC(C)C)C(Nc1ccccc1)c1cccc2c1OCO2 (stereo not drawn) | 1902 | 1431
O=C(CCN1CCN(C/C=C/c2ccccc2)CC1)Nc1cccc(F)c1 | 1869 | 1775
O=C(COC(=O)c1cccc(S(=O)(=O)N2CCCCC2)c1)NC1CCCc2ccccc21 (stereo not drawn) | 1864 | 1504
COc1cc(-c2cc(=O)c3c(O)c(OC)c(OC)c(O)c3o2)ccc1O | 1874 | 1627
COc1ccc(C(=O)Nc2cccc(-c3ccc4nncn4n3)c2)cc1OC | 1666 | 1554
Cc1cc(Br)ccc1OCCn1ccnc1 | 1838 | 1599
CCOC(=O)C1(Cc2ccc(OC)cc2)CCN(C(=O)c2sc(C)nc2C)CC1 | 1919 | 1833
Cc1ccc(O)c(C(=O)c2cnn(-c3ccc(S(=O)(=O)N4CCOCC4)cc3[N+](=O)[O-])c2)c1 | 1603 | 1600
CCSCc1nc2ccccn2c1Br | 1736 | 1604
Cc1[nH]ccc(=O)c1Oc1ncc(C(F)(F)F)cc1Cl | 1740 | 1432
O=C(Cn1nc(-c2ccccc2)c2ccccc2c1=O)NCC1CCCO1 (stereo not drawn) | 1816 | 1520
Cn1cnnc1SCC(=O)Nc1ccccc1Oc1ccccc1 | 1626 | 1479
Cc1cc(Nc2ccc(F)cc2Cl)n2ncnc2n1 | 1999 | 1828
O=C(N/N=C/c1ccncc1)c1ccc(COc2cccc3cccnc23)cc1 | 1645 | 1668
CCS(=O)(=O)NCc1csc(C)n1 | 1808 | 1714
O=C(CSc1ccc(-c2ccccn2)nn1)c1ccc([N+](=O)[O-])cc1 | 1689 | 1555

smiles | SRC1 TRFRET art | SRC3 TRFRET art
Cc1c(C2C(C#N)=C(N)N(c3cccc([N+](=O)[O-])c3)C3=C2C(=O)CCC3)cnn1C (stereo not drawn) | 1688 | 1704
CCCC(=O)Nc1ccccc1NC(=O)c1ccc(OC)cc1 | 1590 | 1374
O=C(c1ccc(F)cc1)N1CCN(C2CCC(c3ccccc3)CC2)CC1 (stereo not drawn) | 1836 | 1516
Cc1ccccc1OCC(O)Cn1c(Br)nc2c1c(=O)n(C)c(=O)n2C (stereo not drawn) | 1838 | 1403
Clc1ccccc1N/N=C/c1ccc2c(c1)OCO2 | 1741 | 1435
COc1cc(OC)c(-n2cc(-c3ccc(Cl)cc3)[nH]c2=O)cc1Cl | 1778 | 1627
Cc1cc(C)n(-c2cccc(C(=O)O)c2)n1 | 1865 | 1347
Cc1ccc2nc(/C(C#N)=C\c3cc(O)ccc3[N+](=O)[O-])[nH]c2c1 | 2063 | 1780
CN(c1ccc(C(=O)NCc2cccs2)cc1)S(=O)(=O)c1ccccc1 | 1615 | 1687
O=C1/C(=C/c2ccccc2[N+](=O)[O-])COc2ccccc21 | 1819 | 1437
Cc1ccc(SCCC(=O)Nc2ccc(OCc3ccccc3)cc2)cc1 | 2172 | 1700
CC1=C(C)C(=O)OC(C(C)C2CCC3C4CC=C5CC(OC6OC(COC7OC(CO)C(O)C(O)C7O)C(O)C(O)C6O)CC(O)C5(C)C4CCC23C)C1 (stereo not drawn) | 1803 | 1528
CC(C(=O)NCC1CCCCC1)N(C)Cc1ccc(Cl)cc1 (stereo not drawn) | 1709 | 1506
CC(C)(C)OC(=O)N/N=C/c1c[nH]c2ccccc12 | 1816 | 1677
Cc1c(N=c2scc(-c3ccccc3)n2CCO)c(=O)n(-c2ccccc2)n1C | 1914 | 1644
CCOC(=O)C1=NN(c2ccc([N+](=O)[O-])cc2)CC1C(=O)OC (stereo not drawn) | 1487 | 1508
Cc1ccc(C(=O)CSc2cnc3ccccc3n2)cc1C | 1970 | 1714
CC1(C)CC(=O)C(C=NCCN2CCN(C3CC(=O)N(c4ccc(F)cc4)C3=O)CC2)=C(O)C1 (stereo not drawn) | 1997 | 1660

# Among those listed so far, these have a cyano group:
smiles | SRC1 TRFRET art | SRC3 TRFRET art
COCc1cc(C)nc(OCC(=O)N/N=C/c2ccccc2)c1C#N | 2019 | 1560
CCN(CC)CCCNc1nc(C)cc(COC)c1C#N | 1738 | 1424
N#Cc1ccccc1OCC(=O)NC(=O)NCc1ccccc1 | 1525 | 1361
Cc1c(C2C(C#N)=C(N)N(c3cccc([N+](=O)[O-])c3)C3=C2C(=O)CCC3)cnn1C (stereo not drawn) | 1688 | 1704
Cc1ccc2nc(/C(C#N)=C\c3cc(O)ccc3[N+](=O)[O-])[nH]c2c1 | 2063 | 1780

# Source: PubChem BioAssay (The Scripps Research Institute Molecular Screening Center)
